Bioassay records (PubChem BioAssay)
GLS inhibitor: blocks human kidney-isoform glutaminase activity. O94925. GLS enzymatic activity, qHTS titration. Potency, µM (doses to about 45.5 µM), for the others: top-dose activity change, negative = inhibition, hits mostly inhibitors. 410,000 compounds, 0.21% hits; further: on the % scale 0 is the no-effect control and ±100 the full control effect
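Two-point fluorescence kinetic (t0, 30 min RT) for hKGA; glutamate detected via glutamate oxidase–HRP–Amplex Red. Substrate: 1 mM L-glutamine solution; buffer 45 mM KH2PO4, pH 8.2.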
HP1b chromo inh: HP1-beta chromodomain-methylated histone interaction inhibition; AlphaScreen HP1-beta / biotin-H3K9me3 peptide binding; 390,000 compounds, 0.56% hits; P83916; AID 540317; Potency, µM (doses to about 114 µM), for the others: at the highest dose activity change, negative = inhibition, hits mostly inhibitors; further: nearly all actives have a fitted effect of over 70% in size; inactives centre near 23
Target sequence (P83916 whole entry, looked up): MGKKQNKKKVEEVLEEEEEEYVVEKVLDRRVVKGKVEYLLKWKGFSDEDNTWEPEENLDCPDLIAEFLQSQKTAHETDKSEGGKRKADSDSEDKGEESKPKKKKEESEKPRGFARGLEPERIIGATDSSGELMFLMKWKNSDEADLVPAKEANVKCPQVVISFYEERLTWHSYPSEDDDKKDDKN
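Compound inhibition of the preformed complex between 50 nM HP1-beta and 50 nM biotinylated H3K9me3 peptide was read by AlphaScreen. Buffer was PBS pH 7.4 with 0.01% Tween-20. Incubations ran 30 min at room temperature, with 10 ug/mL donor/acceptor beads.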
POLI inh: blocks human DNA polymerase iota activity; Q9UNA4; Pol iota fluorescent replication assay, 10 min; Potency, µM (doses to about 115 µM), without a hit: top-dose activity, negative = inhibition, most hits filed as inhibitors; 390,000 compounds, 1% hits
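Pol iota at 10 nM preincubated 15 min with compounds at room temperature; reaction started with fluorescent substrate, 50 nM final. Fluorescence read kinetically at 0 and 10 min; buffer-only wells as negative control.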
JMJD2A Tudor: inhibitors of human JMJD2A Tudor domain. O75164. AlphaScreen JMJD2A-Tudor / H3K4me3 peptide binding. Potency, µM (doses to about 114 µM), without a hit: top-dose activity change, negative = inhibition, actives largely listed as inhibitors. 390,000 compounds, 4.4% hits; further: on the % scale 0 is the no-effect control and ±100 the full control effect; nearly all actives have a fitted effect of over 50% in size
BAZ2B inh: blocks human BAZ2B; Q9UIF8; AlphaScreen BAZ2B-H3K14Ac peptide displacement; AID 504333; Potency, µM (series often up to 114 µM), inactives show at the top dose activity change, negative = inhibition, actives largely listed as inhibitors; 360,000 compounds, 4.4% hits; further: on the % scale 0 is the no-effect control and ±100 the full control effect; nearly all actives have a fitted effect of over 60% in size
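BAZ2B 50 nM plus b-H3(5-23)K14Ac 50 nM, PBS pH 7.4/0.01% Tween-20, 30 min RT; compound added (max 110 uM), 30 min RT; streptavidin donor/Ni-chelate acceptor beads 10 ug/mL final, 20 min dark; AlphaScreen read.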
Pin1 inhibitor: blocks the human prolyl isomerase Pin1. Q13526. Pin1 FP peptide displacement, HiFluor488, 10 min. Potency, µM (doses to about 115 µM), for inactives: top-dose activity, negative = inhibition, actives largely listed as inhibitors. 390,000 compounds, 0.009% hits; active means well fitted inhibition curve with a large enough effect in the polarisation, with a control signal flat, not every such curve was filed as active; inconclusive means small, poorly fitted or top-dose-only effect, or effect the other way, or a change in a side signal; inactive means no such curve, though single readings can be large or run the other way; the % refers to the polarisation; further: on the % scale 0 is the no-effect control and ±100 the full control effect
PGK inhibitor: T. brucei PGK inhibition; P07378; PGK/GAPDH coupled, Kinase-Glo luminescence, 60 min; Potency, µM (top dose mostly 57.5 µM), without a hit: at the highest dose activity change, negative = inhibition, most hits filed as inhibitors; 380,000 compounds, 0.043% hits; AID 602233; further: on the % scale 0 is the no-effect control and ±100 the full control effect; nearly all actives have a fitted effect of over 60% in size
Target sequence (P07378 whole entry, looked up): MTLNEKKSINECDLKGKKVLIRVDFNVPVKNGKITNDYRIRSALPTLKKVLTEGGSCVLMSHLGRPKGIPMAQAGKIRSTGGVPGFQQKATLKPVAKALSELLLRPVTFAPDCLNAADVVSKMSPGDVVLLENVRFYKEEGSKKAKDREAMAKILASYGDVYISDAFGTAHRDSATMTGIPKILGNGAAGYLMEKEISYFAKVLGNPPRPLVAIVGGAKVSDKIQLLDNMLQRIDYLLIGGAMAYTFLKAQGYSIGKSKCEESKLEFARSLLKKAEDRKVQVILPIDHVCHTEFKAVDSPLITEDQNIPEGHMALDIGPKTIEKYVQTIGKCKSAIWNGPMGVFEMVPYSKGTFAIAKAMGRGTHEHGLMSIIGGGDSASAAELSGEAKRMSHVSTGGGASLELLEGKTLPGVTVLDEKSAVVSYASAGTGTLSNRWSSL
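Luminescent ATP detection (Kinase-Glo Plus) follows a 60-minute room-temperature incubation, with wells lacking PGK as controls. Buffer: 100 mM TEA (pH 7.6), 5 mM MgCl2, 0.01% Tween-20. Coupling enzyme GAPDH (100 nM final) supplies unstable 1,3-BPG in-well.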
G9a block: blocks human histone lysine methyltransferase G9a; Q96KQ7; AID 504332; Potency, µM (doses to about 102 µM), for inactives: at the top dose activity, negative = inhibition, actives largely listed as inhibitors; 350,000 compounds, 8.8% hits; G9a H3K9 monomethylation, AlphaScreen, 2 h; further: on the % scale 0 is the no-effect control and ±100 the full control effect; nearly all actives have a fitted effect of over 75% in size
Target sequence (Q96KQ7 913-1193 limits assumed): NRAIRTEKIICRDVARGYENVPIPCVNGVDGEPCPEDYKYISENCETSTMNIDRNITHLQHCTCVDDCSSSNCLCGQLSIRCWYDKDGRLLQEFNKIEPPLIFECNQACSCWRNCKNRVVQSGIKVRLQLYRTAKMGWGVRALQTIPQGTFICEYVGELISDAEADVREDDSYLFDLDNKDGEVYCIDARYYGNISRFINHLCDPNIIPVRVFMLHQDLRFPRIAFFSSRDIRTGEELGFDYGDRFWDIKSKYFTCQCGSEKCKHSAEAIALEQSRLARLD
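AlphaScreen detection with an anti-monomethyl H3K9 antibody quantified product after a 2 h room-temperature reaction containing 500 nM biotinylated H3K9 peptide, 20 µM SAM and 20 nM enzyme, which had been preincubated 15 min with compound.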
BLM helicase inh: blocks DNA unwinding by human BLM helicase; P54132; recombinant BLM DNA unwinding, fluorescence dequenching; 350,000 compounds, 0.2% hits; Potency, µM (titrated, usually from 56.1 µM), without a hit: top-dose activity change, negative = inhibition, actives largely listed as inhibitors; AID 2528;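 further: plate controls were vehicle for no effect and no enzyme for full effect; nearly all actives have a fitted effect of over 35% in size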
* hit, by the source's call; i = inactive; ? = inconclusive; . = no result given; [ ] = remark or other dose. Unless noted, the call rests on the fitted dose curve; in most records, active means well fitted curve in the direction sought with a large enough effect; inconclusive means small, poorly fitted or top-dose-only effect, or another doubt; inactive means no such curve, though single readings can be large; an effect the other way counts as inactive or inconclusive. Potency means the concentration at half of the fitted maximal effect.

SMILES | GLS inhibitor | HP1b chromo inh | POLI inh | JMJD2A Tudor | BAZ2B inh | Pin1 inhibitor | PGK inhibitor | G9a block | BLM helicase inh
COC(=O)CN1C(=O)[C@H]2[C@@H](/C=C/c3ccccc3)N3C(=O)CN(Cc4ccccc4)C(=O)[C@@]3(C)[C@H]2C1=O | 6% | 19% | -6% | -27% | 2% | 1% | -8% | -2% | 2%
COc1cc(OC)c(C(=O)OC(C)C(=O)NCc2ccc3c(c2)OCO3)cc1OC (stereo unspecified) | -3% | 44%[activator] | 8% | -10% | . | -4% | 7% | . | .
Cc1cc(C)c2c(CC(=O)Nc3ccc(S(=O)(=O)N4CCCC(C)C4)cc3)coc2c1 (stereo unspecified) | -1% | -3% | -10% | -23% | -33% | 12% | i | -30%[59 µM] | -11%
COc1ccc(-c2cc(CC3(C(=O)O)CCN(C(=O)OC(C)(C)C)CC3)on2)c(OC)c1 | 7% | 61%[activator] | 7% | -14% | -38% | 6% | 6% | -17% | 0%
N=c1ccn(CC(=O)c2ccc(-c3ccccc3)cc2)cc1 | -3% | 19% | 16% | -16% | -12% | -1% | -7% | . | 93%[activator]
CCn1nc(C)c2c(-c3ccccc3)cc(=O)n(C(C)C(=O)NCCc3ccccc3)c21 (stereo unspecified) | -7% | -12% | -20% | -18% | -15% | 27% | -6% | -1%[59 µM] | -2%
N/C(=N\OC(=O)c1ccc(F)cc1)c1ccc(Br)cc1 | -9% | 37% | 27% | -16% | -15% | -4% | -3% | 18% | -1%
CCN(Cc1cccs1)C(=O)CN1C(=O)NC(c2ccccc2)(c2ccccc2)C1=O | -1% | 7% | -10% | -30% | -4% | 1% | i | 7.9µM* | .
COc1cc(C(=O)NCc2nc(C)cs2)ccc1OC1CCN(C(C)=O)CC1 | 4% | 15% | 9% | -10% | 3% | -9% | 6% | ? | 0%
COc1ccc(/C=N/NC(=S)Nc2c(C)n(C)n(-c3ccccc3)c2=O)cc1OC | -7% | 23% | 67%[activator] | -6% | -3% | 1% | -2% | . | -4%
COc1ccccc1CNC(=O)CCCN1C(=O)CCn2nc(-c3cn(C)c4ccccc34)cc21 | 5% | 11%[57 µM] | -1% | -22% | ? | 0% | 1% | 1%[59 µM] | 0%
CCN(CC)c1nc2c3c(nc4c(c3c1C#N)CC(=O)N4c1ccc(Cl)cc1)NC(C)=N2 | -9% | 5% | ? | -23% | -4% | 50%[activator] | -1% | 35µM* | -15%
O=C(NC1CCCC1)C(c1cccnc1)N(CCc1ccccc1)C(=O)c1ccco1 (stereo unspecified) | 0% | 30% | 9% | 1% | -13% | 4% | -1% | . | -1%
Cc1ccc(S(=O)(=O)N(c2ccc(Br)cc2)C2C=CS(=O)(=O)C2)cc1 (stereo unspecified) | -2% | 40%[activator] | 17% | 1% | -4% | -1% | -4% | 33%[activator] | 1%
COCCNC(=O)c1cccc(OC2CCN(Cc3ccc(Cl)c(F)c3)CC2)c1 | 3% | 22% | 156%[activator] | -8% | -7% | -7% | -7% | 2% | -2%
O=C(COC(=O)c1cccs1)NCc1cccs1 | -5% | -12% | 14% | -10% | 3% | -12% | -1% | 17% | -4%
Cc1cc(C)c(S(=O)(=O)N2CCOCC2)cc1C | -13% | 5% | 95%[activator] | 11µM* | -14% | -4% | -7% | 10% | -4%
CC1(C)C=C(c2ccc(C=O)s2)CC(C)(C)N1C=O | 4% | 6% | 7% | -6% | -2% | -5% | -4% | 7% | -3%
Cc1cc2c(cn1)C(CCC#N)(CCC#N)c1ccccc1-2 | -21% | 22% | -19% | -2% | -16% | -3% | -8% | 16% | -8%
COc1cccc(CNC(=O)COC(=O)CNC(=O)c2ccc(-c3ccccc3)cc2)c1 | 0% | 37%[activator] | -5% | 11% | 9% | -1% | -9% | -11%[2.33 µM] | .
NC1(C#Cc2ccc3oc(=O)c(-n4cc(C5(O)CCCCC5)nn4)cc3c2)CCCCC1 | 1% | 23% | 26% | ? | . | 0% | -6% | . | .
COc1cc(NC(=O)NCCc2c(C)nn(C)c2C)cc(OC)c1OC | 5% | 26% | -4% | -13% | -6% | 6% | 6% | 26%[59 µM] | 1%
Cc1ccc(N(C)C(=O)N2CCN(S(=O)(=O)c3ccc(C)cc3)CC2)cc1 | -2% | 50%[activator] | 18% | -17% | -5% | 4% | 5% | -2% | 2%
O=C1CN(C(=S)NC(=O)c2ccc(-c3ccccc3)cc2)CCN1 | 7% | 25% | 33% | -19% | -32% | 1% | i | ? | -4%
CN1CCCC1CCNc1ccc2sc3ccccc3c(=O)c2c1 (stereo unspecified) | 21% | 3% | ? | ? | . | 3% | 11% | . | .
CCN(CC)C(=O)c1sc(NC(=O)c2ccc3c(c2)OCO3)c(C(N)=O)c1C | 0% | 14% | 12% | 6% | -10% | ? | -2% | . | -4%
O=C(c1cccn2c(=O)c3cc(Br)ccc3nc12)N1CCN(c2ccccn2)CC1 | 0% | 40%[activator] | ? | -1% | 12% | 0% | -4% | -2% | 0%
CN(CCc1ccccn1)c1ccccc1 | 22% | -20% | 13% | -29% | . | -1% | 8% | . | .
CCCCC(c1nnnn1C(C)C)N1CCN(C(=O)c2ccco2)CC1 (stereo unspecified) | -4% | 26% | 21% | ? | -9% | 9% | -5% | 50µM* | -2%
CCN(CC)c1ccc(S(=O)(=O)N2CCOCC2)cc1NC(=O)CSc1n[nH]c(N)n1 | 22% | 40%[activator] | 13% | -10% | -7% | 3% | -3% | 28%[59 µM] | -7%
O=C(Nc1c(C(=O)N2CCCCC2)cnn1-c1ccccc1)c1ccco1 | 15% | 6% | -1% | -8% | -2% | 0% | 5% | 1%[12.7 µM] | 1%
COC(=O)CCC(=O)OC1(C)C(=O)C2=CN(c3ccc(OC)cc3)C(c3ccc(OC)cc3)=CC2=C(Br)C1=O (stereo unspecified) | -2% | ? | ? | 40µM* | . | 2% | -5% | . | -4%[12.4 µM]
CC1CCCCC1NC(=O)CCCCn1c(=O)[nH]c2ccsc2c1=O (stereo unspecified) | 9% | 16% | ? | -9% | -2% | -11% | i | 2% | -2%
COC(=O)c1nc(NC(=S)NC(=O)c2cccs2)sc1C | -1% | -10% | ? | -25% | -28% | 6% | -8% | 50µM* | -3%
COCCN(C(=O)Nc1ccccc1)c1ccccc1C | 16% | 26% | 2% | 7%[57.1 µM] | -1% | 6% | 8% | 17%[59 µM] | 3%
O=C(NCc1cccs1)c1noc2c1CCCC2 | -1% | 13% | 17% | -13% | -6% | -1% | -3% | -10%[59 µM] | 0%
CCOC(=O)CNC1CC(=O)N(c2ccc(Br)cc2)C1=O (stereo unspecified) | 0% | 47%[activator] | -29% | -10% | -13% | 3% | 3% | 10µM* | -2%
Cc1onc(-c2ccccc2)c1C(=O)OCC(=O)NC(C)c1ccc(Cl)cc1 (stereo unspecified) | -2% | 25% | -17% | -7% | 1% | 1% | -2% | -1%[59 µM] | .
CC(C(=O)NC1CCCC1)N1CCN(S(=O)(=O)c2ccccc2Cl)CC1 (stereo unspecified) | -1% | 37% | 6% | -15% | -28% | 0% | i | 1%[0.501 µM] | .
O=c1[nH]c(-c2ccccc2)cs1 | 27% | 10% | 32%[activator] | -12% | -6% | 0% | -17% | 0%[59 µM] | 1%

The final 5 compounds of the section above open the next one:
SMILES | GLS inhibitor | HP1b chromo inh | POLI inh | JMJD2A Tudor | BAZ2B inh | Pin1 inhibitor | PGK inhibitor | G9a block | BLM helicase inh
O=C(NCc1cccs1)c1noc2c1CCCC2 | -1% | 13% | 17% | -13% | -6% | -1% | -3% | -10%[59 µM] | 0%
CCOC(=O)CNC1CC(=O)N(c2ccc(Br)cc2)C1=O (stereo unspecified) | 0% | 47%[activator] | -29% | -10% | -13% | 3% | 3% | 10µM* | -2%
Cc1onc(-c2ccccc2)c1C(=O)OCC(=O)NC(C)c1ccc(Cl)cc1 (stereo unspecified) | -2% | 25% | -17% | -7% | 1% | 1% | -2% | -1%[59 µM] | .
CC(C(=O)NC1CCCC1)N1CCN(S(=O)(=O)c2ccccc2Cl)CC1 (stereo unspecified) | -1% | 37% | 6% | -15% | -28% | 0% | i | 1%[0.501 µM] | .
O=c1[nH]c(-c2ccccc2)cs1 | 27% | 10% | 32%[activator] | -12% | -6% | 0% | -17% | 0%[59 µM] | 1%
O=C(CSc1nc2c(c(=O)[nH]1)CCCC2)Nc1ccc(Cl)cc1F | 2% | 24% | -2%[58.9 µM] | 5% | 12% | -2% | i | 2%[2.33 µM] | 1%
CCN(CC)c1ccc(/C=C2/C(=O)ON=C2C)cc1 | 14% | ? | ? | 45µM* | 40µM* | ? | -1% | 45µM* | -1%
COc1ccc(C(=O)NCc2cc(C(C)C)no2)cc1OC1CCN(C(C)C)CC1 | 18% | 26% | 6% | -3% | -10% | -7% | 1% | 8% | 3%
COc1ccc(-c2nnc3n2N=C(C)CS3)cc1 | -7% | ? | 17% | 0% | -20% | -5% | i | 11%[12.7 µM] | 2%
COc1ccccc1C(O)(C(=O)N(NC(C)=O)c1ccccc1)c1ccccc1OC | -3% | 40%[activator] | -8% | 1% | 9% | -10% | -10% | -8% | 1%
CC(=O)Nc1ccc(S(=O)(=O)N2CCN(S(=O)(=O)N3CCCCCC3)CC2)cc1 | -3% | 22% | 9% | -4% | -4% | 6% | -4% | 1%[59 µM] | -2%
CC1CC(C)C(=O)C(C(CC2CC(=O)NC(=O)C2)OC(=O)CC(=O)c2ccccc2)C1 (stereo unspecified) | -3% | 11%[57 µM] | 40%[activator] | -6% | . | -2% | -9% | . | .
Cc1cccc(C(C)C)c1NC(=O)Cc1ccc(S(=O)(=O)N2CCOCC2)s1 | 3% | 18% | 14% | -2% | 8% | -10% | 4% | 9%[2.33 µM] | .
COc1cc(CO)ccc1OCc1nnnn1-c1ccc(C)cc1 | ? | -4% | 5% | -21% | -1% | -9% | -6% | -4% | -6%

These rows are one share of the data; the hit share may differ from the screen's.
